Screening data: PubChem, National Center for Advancing Translational Sciences (NCATS)
RGS12 GoLoco inh – inhibitors of human Gai1-RGS12 GoLoco interaction (red fluorophore) | P63096 | Gai1:RGS12 GoLoco peptide FP, rhodamine, 10 min | Potency, µM (highest dose often 61.6 µM), for inactives: at the top dose activity, negative = inhibition, hits mostly inhibitors | 0.44% of 230,000 active; active = well fitted inhibition curve with a large enough effect, not every such curve was filed as active; inactive = no such curve, though single readings can be large or run the other way; also: % is scaled to controls: 0 for no effect and ±100 for the full control effect; nearly all actives have a fitted effect of over 30% in size; many of its hits are not listed in these tables
RECQ1 inh – inhibitors of human RECQ1 DNA helicase | RECQ1 DNA unwinding, red fluorescence kinetic read | Potency, µM (doses to about 57.3 µM), without a hit: top-dose activity, negative = inhibition, hits mostly inhibitors | 0.54% of 240,000 active | AID 2549;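 also: plate controls were vehicle for no effect and no enzyme for full effect; nearly all actives have a fitted effect of over 30% in size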
Target sequence (P46063 whole entry, looked up): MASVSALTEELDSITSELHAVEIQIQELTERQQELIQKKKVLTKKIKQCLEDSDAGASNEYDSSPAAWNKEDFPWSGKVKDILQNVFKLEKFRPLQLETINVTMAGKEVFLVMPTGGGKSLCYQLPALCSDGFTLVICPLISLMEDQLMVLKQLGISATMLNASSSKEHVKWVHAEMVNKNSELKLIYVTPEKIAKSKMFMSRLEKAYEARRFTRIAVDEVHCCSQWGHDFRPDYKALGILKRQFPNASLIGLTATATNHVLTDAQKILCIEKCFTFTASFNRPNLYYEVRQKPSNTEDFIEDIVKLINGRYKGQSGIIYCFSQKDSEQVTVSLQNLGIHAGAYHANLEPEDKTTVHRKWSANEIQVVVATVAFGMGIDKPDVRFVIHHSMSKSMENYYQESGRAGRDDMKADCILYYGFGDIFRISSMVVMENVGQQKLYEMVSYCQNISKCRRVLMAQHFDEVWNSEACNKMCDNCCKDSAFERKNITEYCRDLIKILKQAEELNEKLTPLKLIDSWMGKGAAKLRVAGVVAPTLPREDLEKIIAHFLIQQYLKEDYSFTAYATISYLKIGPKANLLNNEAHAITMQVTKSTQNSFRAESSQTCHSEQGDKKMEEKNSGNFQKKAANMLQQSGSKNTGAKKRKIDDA
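50 nM RECQ1T1 preincubated 15 min with compound in Tris pH 8.0 buffer with MgCl2, DTT, Tween-20 and 2.5 ug/ml poly(dI-dC); started with 200 nM TAMRA/BHQ-2 forked duplex and 2 mM ATP. Unwinding read as fluorescence (525/598 nm), two reads 2 h apart.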
IMPase Li inh – IMPase inhibition in cells with lithium potentiation | CHO-M1 cells, IP1 TR-FRET (IP-One), carbachol + lithium | 0.35% of 210,000 active | Potency, µM (top dose mostly 59.4 µM), without a hit: top-dose activity, negative = IMPase inhibition, hits mostly inhibitors;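 also: IP1 builds up when IMPase is blocked and the TR-FRET signal falls; plate controls were basal vehicle for no effect and high inhibitor control for full effect; nearly all actives have a fitted effect of over 50% in size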
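IP1 accumulation measured by competitive TR-FRET in lysed CHO-M1 cells after 30 min compound exposure at 37C, with a small lithium addition to potentiate weak responses. Hill-equation AC50 from ratio and donor-channel data.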
SMN2 splice enh – SMN2 splice variant enhancement; HEK293 SMN2-luciferase splicing reporter, luminescence, 30-36 h; Potency, µM (top dose mostly 46.1 µM), inactives show top-dose activity change, positive = activation, hits mostly activators; 2.8% of 210,000 active; AID 1458; also: % of control where 0% means no effect; nearly all actives have a fitted effect of over 55% in size
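HEK293 cells carry an SMN2 minigene-luciferase reporter in which exon 7 inclusion puts luciferase in frame. Cells were seeded at 2000 cells/well, attached for 10-12 hours, then exposed to compounds for 30-36 hours at 37C before ONE-Glo luminescence.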
Epigenetic reg – epigenetic control regulation, reporter derepression; AID 1865; 0.2% of 280,000 active; Potency, µM (series often up to 53.9 µM), without a hit: at the top dose GFP activation, most hits filed as activators; murine LDR cells, GFP reporter derepression, 30 h; also: % of control where 0% means no effect; nearly all actives have a fitted effect of over 60% in size
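Reporter derepression read as number of fluorescent GFP-positive objects, 20-120 um in size, counted by laser-scanning cytometer. Mouse LDR line with an epigenetically silenced CMV-GFP locus; compound incubation 30 h, 37 C.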
Luc counter – Kinase-Glo luciferase inhibition (counter-screen) | Kinase-Glo luciferase, ATP luminescence, 8 min | 0.28% of 200,000 active | Potency, µM (doses to about 38.3 µM), inactives show at the top dose activity change, negative = inhibition, actives largely listed as inhibitors | AID 1379; also: % is scaled to controls: 0 for no effect and ±100 for the full control effect; nearly all actives have a fitted effect of over 60% in size
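Recombinant Kinase-Glo luciferase, 10 uM ATP (linear range), luciferin; imidazole pH 7.2 / KCl / MgCl2 / Tween / BSA buffer; 8 min RT; luminescence.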
KDM4E inh – JMJD2E (human) inhibition. AID 2147. JMJD2E catalytic domain, FDH-coupled NADH fluorescence (FDH is formaldehyde dehydrogenase). B2RXH2. Potency, µM (highest dose often 57.1 µM), without a hit: at the highest dose activity change, negative = inhibition, hits mostly inhibitors. 1.6% of 230,000 active; active = well fitted inhibition curve with a large enough effect, not every such curve was filed as active; inconclusive = small, poorly fitted or top-dose-only effect, or another doubt; inactive = no such curve, though single readings can be large or run the other way;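 also: 0% = wells with enzyme and -100% = buffer wells without enzyme; nearly all actives have a fitted effect of over 50% in size; many of its hits are not listed in these tables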
NPSR antagonist – antagonists of human neuropeptide S receptor cAMP signaling | Q6W5P4 | CHO-NPSR cells, cAMP TR-FRET, antagonist mode | Potency, µM (doses to about 38.3 µM), for the others: at the top dose activity change, negative = inhibition, hits mostly inhibitors | 1% of 220,000 active | AID 1461; also: % is scaled to controls: 0 for no effect and ±100 for the full control effect; nearly all actives have a fitted effect of over 50% in size; many of its hits are not listed in these tables
Target sequence (Q6W5P4 whole entry, looked up): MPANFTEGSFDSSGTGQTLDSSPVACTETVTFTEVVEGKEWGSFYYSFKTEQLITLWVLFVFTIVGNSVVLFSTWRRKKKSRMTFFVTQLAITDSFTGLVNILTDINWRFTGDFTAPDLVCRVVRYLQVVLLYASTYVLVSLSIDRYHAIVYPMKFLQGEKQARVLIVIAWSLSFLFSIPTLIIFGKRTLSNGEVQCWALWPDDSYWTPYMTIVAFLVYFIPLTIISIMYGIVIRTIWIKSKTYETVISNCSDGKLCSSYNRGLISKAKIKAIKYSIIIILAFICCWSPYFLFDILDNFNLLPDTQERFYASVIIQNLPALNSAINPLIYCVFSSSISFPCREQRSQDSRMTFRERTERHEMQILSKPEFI
The depositor's hits bear a star; i = inactive; ? = inconclusive; / = not tested or not shown; [ ] = another dose, or the depositor's remark. Unless noted, calls follow the shape of the dose curve; as a rule, active = well fitted curve in the direction sought with a large enough effect; inconclusive = small, poorly fitted or top-dose-only effect, or another doubt; inactive = no such curve, though single readings can be large; an effect the other way counts as inactive or inconclusive. Potency is read from the fitted curve at half-maximal effect.

SMILES	RGS12 GoLoco inh	RECQ1 inh	IMPase Li inh	SMN2 splice enh	Epigenetic reg	Luc counter	KDM4E inh	NPSR antagonist
Nc1nc2n(n1)C(c1ccco1)CC(c1ccc(F)cc1)N2 (stereo unspecified)	7%	-3%	8%[38.3 µM]	16%	0.0%	5%	-6%	-4%[46.1 µM]
Nc1ccc(S(=O)(=O)O)cc1	6%	3%	13%	2%	/	/	/	/
Cc1cccnc1NC(=O)Cn1nc(C)c([N+](=O)[O-])c1C	2%	-3%	17%[38.3 µM]	-3%	-0.5%	-2%	-1%	-16%[46.1 µM]
O=C(NCCc1ccccn1)c1cccc(S(=O)(=O)N2CCc3ccccc32)c1	7%	-4%	2%	-10%	-4.3%	-1%	-6%	-10%
CCc1ccc(S(=O)(=O)NCc2csc(C)n2)s1	6%	-3%	11%	-27%	-1.0%	4%	-4%	5%
CCc1cc2cc(C(=O)N3CCN(c4ccccc4)CC3)sc2s1	5%	-12%	?	7%	5.5%	-1%	4%	3%[46.1 µM]
CSc1nc(-c2ccccc2)nc(NC(=O)C(C)C)c1C(C)=O	7%	-4%	5%	-11%	-4.1%	-1%	-6%	8%
Cc1cc(C(=O)CSc2nnc(-c3ccc(Cl)cc3)n2C)c(C)n1CC1CCCO1 (stereo unspecified)	-6%	-3%	-8%[38.3 µM]	-10%	0.1%	-2%	3%	-2%[46.1 µM]
COC(=O)c1ccc(/C=N/NC(=O)C(=O)NCc2ccccc2)cc1	10%	-5%	3%	9%	-4.0%	1%	10%	11%
Cc1ccc(/C=N\NC(=O)Cn2nnc3ccccc32)o1	-3%	-17%	11%[38.3 µM]	-2%	-0.2%	-1%	-5%	-2%[46.1 µM]
CCc1cc(=O)oc2c(CN3CCN(C)CC3)c(O)c(Cl)cc12	4%	-3%	?	-3%	-0.2%	17%	?	-1%[46.1 µM]
O=C(Nc1cccc(OCC(=O)N2CCOCC2)c1)C1CCCCC1	-17%	-9%	15%[38.3 µM]	-5%	-1.1%	3%	8%	-16%[46.1 µM]
CN(c1cccc(Cl)c1)S(=O)(=O)c1cccc(C(=O)Nc2ccc3c(c2)CCC3)c1	2%	11%	10%	-57%[inhibitor]	-1.5%	1%	-2%	-30%
CCCN1CCC(NC(=S)Nc2ccc(C(=O)OCC)cc2)CC1	/	-2%	/	/	0.1%	/	-5%	-5%[46.1 µM]
COc1ccc(-c2cn[nH]c2-c2ccc(OCc3ccccc3)cc2O)cc1	5%	-6%	/	/	9.6%	/	-22%	?
CC(=O)Nc1ccc2nc(NC(=O)c3cccnc3)sc2c1	16%	-20%	2%	/	-2.0%	-15%	-9%	7%
CC(C)C(=O)Nc1ccc(NC(=O)c2ccco2)cn1	/	-6%	/	/	-5.4%	/	?	3%[46.1 µM]
Cc1ccc(C(=O)N2CCN(c3ccccc3)CC2)cc1S(=O)(=O)N1CCCC1	5%	-5%	4%[38.3 µM]	-32%[inhibitor]	0.7%	-2%	5%	-5%[46.1 µM]
CC(C)N1CCC(N2CCN(C3CCCCC3)CC2CCO)CC1 (stereo unspecified)	11%	4%	4%	/	1.0%	1%	12%	-11%
O=C(COC(=O)c1ccccc1O)Nc1cccc(S(=O)(=O)NC2=NCCCCC2)c1	-4%	3%	/	/	0.0%	/	-3%	3%
Nc1nnc(SC2CC(=O)N(c3ccccc3)C2=O)s1 (stereo unspecified)	-7%	-4%	2%[38.3 µM]	-8%	-1.7%	-6%	-9%	-4%[46.1 µM]
Cc1c(Br)c(C(F)(F)F)nn1CC(=O)NCc1ccco1	10%	0%	-5%	-27%	0.2%	-3%	-1%	3%
S=C(NN=C(C1CC1)C1CC1)Nc1ccccc1	8%	-1%	0%	?	-3.8%	-1%	-3%	-1%[46.1 µM]
Cc1ccc(S(=O)(=O)Cc2ccc(C(=O)O)o2)cc1	-18%	8.9µM*	14%[38.3 µM]	6%	-1.5%	22%	-14%	-8%[46.1 µM]

A section taken from the entries so far, for reference:
SMILES	RGS12 GoLoco inh	RECQ1 inh	IMPase Li inh	SMN2 splice enh	Epigenetic reg	Luc counter	KDM4E inh	NPSR antagonist
CN(c1cccc(Cl)c1)S(=O)(=O)c1cccc(C(=O)Nc2ccc3c(c2)CCC3)c1	2%	11%	10%	-57%[inhibitor]	-1.5%	1%	-2%	-30%
CCCN1CCC(NC(=S)Nc2ccc(C(=O)OCC)cc2)CC1	/	-2%	/	/	0.1%	/	-5%	-5%[46.1 µM]
COc1ccc(-c2cn[nH]c2-c2ccc(OCc3ccccc3)cc2O)cc1	5%	-6%	/	/	9.6%	/	-22%	?
CC(=O)Nc1ccc2nc(NC(=O)c3cccnc3)sc2c1	16%	-20%	2%	/	-2.0%	-15%	-9%	7%

The results go on:
SMILES	RGS12 GoLoco inh	RECQ1 inh	IMPase Li inh	SMN2 splice enh	Epigenetic reg	Luc counter	KDM4E inh	NPSR antagonist
C/C(Cc1nnn(-c2cc(C)on2)n1)=N\O	4%	i	/	/	0.1%	/	0%	-2%
COc1ccc(/C=N/NC(=O)CN(C2=NS(=O)(=O)c3ccccc32)c2ccccc2)cc1	1%	0%	14%	-33%[inhibitor]	-2.2%	6%	1%	-9%
CCN(CC)S(=O)(=O)c1ccc(Cl)c(NC(=O)COC(=O)c2cc(-c3ccccc3Cl)nc3ccccc23)c1	-3%	2%	-8%	-2%	3.3%	25%	-5%	-6%
Cc1cc(/C=N/O)c(C)n1-c1ccc(Br)cc1	23%	1%	9%	4%	0.2%	-1%	-2%	-6%
CC(C)C(=O)Nc1cccc2nsnc12	7%	i	-21%[38.3 µM]	0%	0.0%	-3%	-3%	18%[46.1 µM]
CCn1c(CCNC(=O)c2ccc(Cl)cc2Cl)n[nH]c1=S	3%	-4%	10%[38.3 µM]	8%	1.1%	-3%	-3%	-12%[46.1 µM]
CCNc1nc(NCC)n2c(SCC(=O)N(CC)C3CCCCC3)nnc2n1	7%	-5%	1%	-5%	-2.3%	-1%	0%	5%
COCCn1c(=O)[nH]c(=O)c2c(C(F)(F)F)cc(-c3cccs3)nc21	-7%	-2%	-4%	?	0.0%	2%	?	5%
C[C@H](NC(=O)c1nc[nH]c1C(=O)N[C@@H](CCCCNC(=O)OC(C)(C)C)C(=O)OC(C)(C)C)c1ccccc1	4%	i	/	/	-3.2%	/	4%	?
O=C(CSc1ccccc1C(=O)NCc1ccccc1)NC1CCCCCCC1	-5%	0%	25%	-37%[inhibitor]	0.0%	2%	0%	-23%[46.1 µM]
COc1cc(C2=NOC(C(=O)Nc3cc(C)on3)C2)cc(OC)c1OC (stereo unspecified)	2%	15%	/	/	-1.0%	/	3%	2%
COCCN1C(=O)/C(=C/c2ccc(OCc3ccc(C(=O)O)cc3)c(OC)c2)SC1=Nc1ccccc1	5%	-3%	7%	-2%	-1.4%	-1%	-4%	13µM*
COc1ccc(OCC(=O)N2c3ccc(C)cc3C3CN(C)CCC32)cc1 (stereo unspecified)	9%	-1%	5%	3%	-1.8%	-1%	5%	1%
CC(C)C(=O)NNC(=O)c1cc2sccc2s1	4%	-8%	/	/	1.1%	/	-22%	-22%
COc1ccccc1C/C(N)=N/OC(=O)c1ccco1	8%	4%	2%	/	1.6%	0%	0%	-10%
Nn1c(SCC(=O)Nc2nc3ccccc3s2)nncc1=O	9%	-7%	2%	0%	2.5%	-2%	7%	12%
CCOC(=O)c1c(C)[nH]c(C(=O)Cn2c(=O)c3c(ncn3CC)n(Cc3ccccc3)c2=O)c1C	11%	-9%	-2%	26%	-1.0%	2%	2%	-4%[46.1 µM]
CC(C)NC(=O)C1CCN(C2CCN(C(=O)c3cc4c(s3)CCCCC4)CC2)CC1	11%	i	17%	-22%	-3.2%	3%	0%	4%
COC(=O)Nc1ccc([N+](=O)[O-])cc1OC	/	-4%	/	/	-0.9%	/	-15%	-19%[46.1 µM]
O=c1c2sccc2[nH]c(=S)n1Cc1ccccc1	3%	i	-2%	13%	-1.8%	3%	2%	-1%
CCOC(=O)N1CCC(N(C(=O)Nc2ccc(Cl)c(Cl)c2)C(C)CC)CC1 (stereo unspecified)	10%	-9%	30%[38.3 µM]	-94%[inhibitor]	-13%	3%	7%	?
CCn1c(CCNC(=O)c2ccc(OC)c(OC)c2)nc2ccccc21	6%	-9%	1%	0%	0.0%	-1%	6%	1%[46.1 µM]
CC(C)C[C@@H](CN(C)N=O)N(C[C@H](Cc1ccccc1)N(CCc1ccccc1)N=O)N=O	8%	4µM*	10%	/	0.4%	/	0%	33%
CC(C)NC(=O)N1CC[C@@]2(CCCN(C(=O)c3csnn3)C2)C1	6%	-10%	-7%	-6%	/	-3%	/	/
Cc1ccc(C2=NN(S(C)(=O)=O)C(c3cccs3)C2)cc1 (stereo unspecified)	10%	-14%	2%[38.3 µM]	11µM*	0.8%	-18%	-2%	5%[46.1 µM]
COc1nnc(-c2ccc(N3CCOCC3)c(NC(C)=O)c2)c2ccccc12	3%	-8%	31%[38.3 µM]	-6%	-0.1%	-4%	7%	-13%[46.1 µM]
CC1CCN(S(=O)(=O)c2cccc(C(=O)Nc3nccs3)c2)CC1	17%	-1%	34%[activator][38.3 µM]	-82%[inhibitor]	-2.1%	3%	2%	-25%[46.1 µM]
Cn1cccc1C(=O)N1CCC2(CCN(Cc3ccccc3)CC2)CC1	6%	-6%	31%[activator]	-9%	/	0%	/	/
Cc1ccc(OC(=O)c2cccc(S(=O)(=O)N(C)C)c2)c(-n2nc3ccccc3n2)c1	6%	i	35%[activator][38.3 µM]	?	-0.2%	1%	-10%	-16%[46.1 µM]
CC(=O)NNc1cccc(Cl)n1	-8%	-1%	23%[38.3 µM]	-6%	-2.1%	4%	-2%	-11%[46.1 µM]
O=C(/C=C/c1ccccc1)N/C(=C\c1ccco1)C(=O)NCCO	-3%	-5%	-13%[38.3 µM]	16%	0.0%	-1%	-4%	-6%[46.1 µM]
Nc1c(O)ccc2c1C(=O)c1ccccc1C2=O	116%[activator]	-23%	110%[activator]	29%	0.0%	-10%	1%	10µM*
CC(=O)c1cccc(NC(=O)Nc2ccc(C)cc2)c1	-3%	i	-1%[38.3 µM]	-14%	0.8%	-3%	13%	-5%[46.1 µM]
COc1ccc(S(=O)(=O)N(C)CC(=O)N2CCC(C)CC2)cc1Cl	3%	-1%	3%[38.3 µM]	8%	-2.1%	0%	-3%	0%[46.1 µM]

A portion of the library; count on the stated rates, not on these rows.
